BH1578 lux ind – induces V. cholerae light production without autoinducers. hit rate 0.16% among 350,000. V. cholerae BH1578 lux reporter, luminescence, 6 h. activation, % at 18.7 µM. AID 588436; in the data active = activation mostly above about 9.7%, no sharp cut-off; inconclusive = no clear call, values can overlap the other calls; inactive = mostly below about 3.7%; also: not every result past the cut was called active; inactives centre near 0; reference of the scale not given here
SSB-PriA inh – inhibitors of Klebsiella pneumoniae PriA binding to SSB C-terminal tail; AlphaScreen SSBct-PriA binding, biotinylated peptide; inhibition, % at 33 µM; hit rate 0.6% among 430,000; AID 1272365; in the data active = inhibition mostly above about 37%, no sharp cut-off; inactive = mostly below about 20%;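 also: plate controls were negative control peptide for no effect and reference peptide for full effect; strong numbers were not always called active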
BoNT-A LC inh2 – blocks Botulinum neurotoxin A light chain protease; multiplex microsphere protease substrate cleavage, flow cytometry; inhibition, % at 10 µM; hit rate 0.17% among 360,000; AID 588499; also: plate controls were buffer without enzyme for full effect and enzyme alone for no effect
SARS 3CLpro inh – SARS-CoV 3CLpro protease inhibition | P0C6X7 | recombinant SARS-CoV 3CLpro, quenched FRET peptide cleavage | inhibition, % at 6 µM | hit rate 0.14% among 290,000; in the data active = inhibition above about 12%
TcdB GH inh – inhibitors of Clostridioides difficile toxin B glycohydrolase. P18177. TcdB glycohydrolase enzymatic assay, plate reader. inhibition, % at 9.99 µM. hit rate 0.24% among 350,000. AID 652162; in the data active = inhibition above about 10%
Target sequence (P18177 whole entry, looked up): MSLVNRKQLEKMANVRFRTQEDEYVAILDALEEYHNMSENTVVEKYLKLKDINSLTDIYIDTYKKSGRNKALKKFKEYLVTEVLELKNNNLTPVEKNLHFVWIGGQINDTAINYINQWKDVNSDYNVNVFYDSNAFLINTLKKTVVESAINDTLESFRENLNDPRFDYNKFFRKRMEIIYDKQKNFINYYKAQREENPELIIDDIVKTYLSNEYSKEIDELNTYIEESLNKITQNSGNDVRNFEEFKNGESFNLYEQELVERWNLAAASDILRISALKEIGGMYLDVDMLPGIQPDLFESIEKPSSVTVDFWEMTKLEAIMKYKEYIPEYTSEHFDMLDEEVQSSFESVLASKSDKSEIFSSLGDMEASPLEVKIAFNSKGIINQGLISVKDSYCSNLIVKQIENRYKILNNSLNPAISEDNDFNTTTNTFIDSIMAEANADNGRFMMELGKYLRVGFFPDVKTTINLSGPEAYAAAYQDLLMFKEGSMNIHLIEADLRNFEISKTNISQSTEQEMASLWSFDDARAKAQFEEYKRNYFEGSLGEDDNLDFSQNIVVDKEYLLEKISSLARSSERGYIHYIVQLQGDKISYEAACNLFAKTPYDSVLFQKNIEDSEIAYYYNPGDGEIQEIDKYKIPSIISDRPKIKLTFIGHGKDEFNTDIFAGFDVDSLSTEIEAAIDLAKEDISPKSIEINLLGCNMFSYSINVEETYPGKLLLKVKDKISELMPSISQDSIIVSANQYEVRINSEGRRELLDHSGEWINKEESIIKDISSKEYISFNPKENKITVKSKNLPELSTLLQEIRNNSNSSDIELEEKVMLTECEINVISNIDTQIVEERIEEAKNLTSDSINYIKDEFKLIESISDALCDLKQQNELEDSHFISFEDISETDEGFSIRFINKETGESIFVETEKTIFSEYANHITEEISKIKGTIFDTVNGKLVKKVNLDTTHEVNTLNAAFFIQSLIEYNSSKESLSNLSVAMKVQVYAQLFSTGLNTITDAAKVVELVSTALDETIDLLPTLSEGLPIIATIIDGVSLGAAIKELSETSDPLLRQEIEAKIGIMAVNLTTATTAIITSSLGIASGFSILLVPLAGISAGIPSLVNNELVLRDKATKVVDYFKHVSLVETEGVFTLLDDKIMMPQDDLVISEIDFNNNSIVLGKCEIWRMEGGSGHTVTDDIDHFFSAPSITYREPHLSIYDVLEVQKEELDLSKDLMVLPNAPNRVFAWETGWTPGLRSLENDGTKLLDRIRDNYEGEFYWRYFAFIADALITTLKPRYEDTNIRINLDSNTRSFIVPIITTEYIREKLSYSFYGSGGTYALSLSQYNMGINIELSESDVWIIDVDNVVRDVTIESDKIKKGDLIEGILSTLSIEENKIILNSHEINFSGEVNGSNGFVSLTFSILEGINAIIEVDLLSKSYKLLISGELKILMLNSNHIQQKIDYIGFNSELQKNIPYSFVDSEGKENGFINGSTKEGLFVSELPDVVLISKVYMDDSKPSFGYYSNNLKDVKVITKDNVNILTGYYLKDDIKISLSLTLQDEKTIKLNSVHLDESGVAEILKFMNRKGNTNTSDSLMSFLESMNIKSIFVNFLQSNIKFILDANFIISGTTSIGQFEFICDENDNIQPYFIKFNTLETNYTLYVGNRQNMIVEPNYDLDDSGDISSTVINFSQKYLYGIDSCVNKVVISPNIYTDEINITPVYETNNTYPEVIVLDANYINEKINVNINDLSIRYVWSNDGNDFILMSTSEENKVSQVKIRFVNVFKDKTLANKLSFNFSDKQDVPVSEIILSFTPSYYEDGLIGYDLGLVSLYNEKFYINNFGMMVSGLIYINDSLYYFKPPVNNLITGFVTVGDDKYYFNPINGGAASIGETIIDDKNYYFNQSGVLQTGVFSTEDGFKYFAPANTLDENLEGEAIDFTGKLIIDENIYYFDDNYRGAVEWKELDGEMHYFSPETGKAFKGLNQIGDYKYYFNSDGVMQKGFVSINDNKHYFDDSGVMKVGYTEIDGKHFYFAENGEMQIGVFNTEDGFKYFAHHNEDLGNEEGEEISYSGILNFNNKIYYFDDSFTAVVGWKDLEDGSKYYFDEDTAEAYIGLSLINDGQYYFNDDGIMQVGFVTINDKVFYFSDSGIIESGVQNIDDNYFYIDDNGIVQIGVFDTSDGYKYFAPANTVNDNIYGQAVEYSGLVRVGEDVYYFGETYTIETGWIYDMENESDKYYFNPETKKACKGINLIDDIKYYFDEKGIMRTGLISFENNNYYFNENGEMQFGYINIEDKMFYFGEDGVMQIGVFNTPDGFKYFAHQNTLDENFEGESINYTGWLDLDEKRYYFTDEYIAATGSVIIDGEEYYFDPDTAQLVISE
Anthrax LF prot – anthrax lethal factor protease inhibition. P15917. hit rate 0.12% among 360,000. multiplex microsphere protease cleavage assay, LF. inhibition, % at 10 µM; also: plate controls were buffer without enzyme for full effect and enzyme alone for no effect
PfHsp40 rescue – rescue of PfHsp40-mediated yeast toxicity; S. cerevisiae expressing PfHsp40, growth rescue, ATP luminescence; growth rescue, % at 12.5 µM; hit rate 0.68% among 340,000; in the data active = growth rescue above about 28%, passing the limit was not always enough; inconclusive = no clear call, values can overlap the other calls;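 also: yeast W303a lacking pdr1 and pdr3 grown in galactose medium; growth measured after three days at 30 °C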
Y pestis TopoI – Y. pestis Topo-I inhibition via cleavage products; hit rate 0.064% among 360,000; Y. pestis Topo-I cleavage product accumulation, plate reader; activity, % at 10 µM; in the data active = activity above about 50%, passing the limit was not always enough; inconclusive = no clear call, values can overlap the other calls; also: inactives centre near 2
PrPC surface inh – inhibitors of human cell surface prion protein PrPC | hit rate 0.43% among 370,000 | inhibition, % at 13.8 µM | P04156 | AID 720596 | TR-FRET read-out; in the data active = inhibition above about 24%; also: 0% = median of the test wells and 100% = reference compound wells
Starred values were filed as active, the others as inactive; i = inactive; ? = inconclusive; · = not tested or not shown. Rule as the data show it, unless noted: active = inhibition above about 30%; inconclusive = no clear call, values can overlap the other calls; inactive = below that. The list is partial, so the mix of outcomes need not match the whole.

Sequence of screens: BH1578 lux ind | SSB-PriA inh | BoNT-A LC inh2 | SARS 3CLpro inh | TcdB GH inh | Anthrax LF prot | PfHsp40 rescue | Y pestis TopoI | PrPC surface inh
- CCCNC(=O)c1cc(C2CCCCN2C(=O)CCc2ccccc2)on1 (stereo not given)
→ -5.0 | · | -0.1 | · | 0.8 | 4.6 | · | -10.4 | 4.5
- OCCCc1cn(-c2ccccc2)c2ccccc12
→ -0.3 | 15.7 | -0.2 | -0.6 | 0.6 | -5.2 | 1.0 | 21.8 | 0.1
- O=C(COC(=O)c1cc(=O)[nH]c2ccccc12)Nc1nc(-c2ccc(F)cc2)cs1
→ 0.0 | 1.7 | 0.2 | · | 0.8 | -6.6 | -0.7 | 10.8 | 4.4
- CC1=C(C(=O)N2CCCCCC2)CC(CC(=O)NCCc2ccccn2)C(=O)N1CCC1=CCCCC1 (stereo not given)
→ · | · | -0.1 | · | 1.7 | -11.7 | · | · | -9.0
- COCCN(C(=O)c1snc(C(N)=O)c1N)C(C(=O)NC1CCCCC1)c1cc(OC)c(OC)c(OC)c1 (stereo not given)
→ i | -1.3 | -3.0 | -6.9 | 1.7 | -0.8 | -0.9 | 5.3 | -5.2
- CCOc1ccc(CCNC(=O)Cc2ccc(NC3=NC4CS(=O)(=O)CC4S3)cc2)cc1OCC (stereo not given)
→ -0.3 | 1.4 | 1.3 | 2.9 | -11.2 | -0.7 | 1.4 | -9.9 | 0.0
- Fc1ccc(CNCCc2ccccc2)cc1
→ 0.2 | -13.0 | -2.0 | -0.3 | -0.6 | -8.3 | 0.4 | -4.0 | -0.1
- O=C(NCn1cnccc1=O)c1ccccc1
→ i | -10.8 | -0.5 | -4.1 | · | -4.2 | -0.3 | 1.7 | -7.7
- Cn1c(=O)c2c(nc(N3CCNCC3)n2Cc2ccccc2Cl)n(C)c1=O
→ -0.4 | 2.8 | -0.1 | 5.9 | 1.9 | -0.9 | 3.4 | -10.4 | -5.7
- COc1ccccc1CCNCc1ccc(OC)c(OC)c1OC
→ -0.9 | -7.0 | -0.2 | 0.8 | 2.9 | -2.9 | -1.2 | 9.1 | 7.5
- COCc1ccc(CN2CCC(Oc3ccc(C(=O)NCc4ccccn4)cc3)CC2)o1
→ -0.6 | -8.8 | 0.4 | 2.7 | 1.9 | 0.2 | -0.5 | 8.1 | -1.6
- Cn1c(=O)c2ncn(CC(=O)Nc3ccc(N4CCOCC4)cc3)c2n(C)c1=O
→ i | 1.3 | 0.3 | 0.4 | · | -2.0 | -0.6 | 5.3 | 1.8
- C=CCC1C(=O)NC(=S)NC1=O
→ -0.2 | 6.5 | 0.3 | -1.4 | 0.4 | -0.4 | 2.2 | 1.4 | -5.7
- C[C@@]12C(=O)N(Cc3ccco3)CC(=O)N1[C@H]1c3cc(Cl)ccc3OC[C@@H]1[C@@H]2c1ccccc1
→ i | -2.9 | -0.1 | · | 2.1 | 3.6 | -0.2 | 1.3 | 3.2
- CCOC(=O)C1(Cc2cccc(Cl)c2)CCCN(C(=O)c2ccc(C)nc2)C1 (stereo not given)
→ 2.6 | -7.7 | -0.1 | 4.9 | 1.8 | 0.3 | 1.2 | 28.8 | 6.4
- CCOc1ccccc1NC(=O)CCC(=O)O
→ -1.6 | -1.9 | -0.2 | 2.6 | · | -0.6 | -0.4 | 1.0 | -1.0
- CCOc1ccc(C(=O)NC(C)C2COc3ccccc3O2)cc1 (stereo not given)
→ i | -10.7 | 0.0 | -2.3 | 0.5 | -4.3 | 0.0 | 5.0 | 5.0
- Cc1[nH]n(-c2ccccc2)c(=O)c1C(C[N+](=O)[O-])c1ccc(Cl)cc1 (stereo not given)
→ -1.6 | 19.1 | -1.9 | -1.5 | · | -3.2 | -0.8 | -4.8 | 6.0
- COc1ccccc1-n1c(SCC(=O)O)nc2c(sc(=S)n2-c2ccc(C)c(C)c2)c1=O
→ i | -2.9 | 0.1 | 4.5 | 11.2* | -6.6 | -0.9 | 14.9 | 6.6
- Cc1cc(C(=O)CN2C(=O)c3ccccc3S2(=O)=O)c(C)n1-c1ccccc1
→ i | 2.4 | -0.5 | 0.7 | · | -4.4 | -0.2 | 10.5 | -3.5
- Cc1cc(NC(=O)NC(=O)c2ccccc2NC(=O)C(C)N)ccc1Oc1ncc(Br)cn1 (stereo not given)
→ 0.8 | -9.3 | 0.6 | · | 2.6 | -0.1 | -1.6 | 8.5 | 3.2
- O=C(/C=C/c1ccco1)Nc1cccnc1Cl
→ i | -4.1 | 5.2 | 4.0 | · | -5.4 | -0.1 | -2.3 | 2.6
- CC(C)(C)[C@H]1C=C(C(N)=O)O[C@@H](OCCCCO)C1
→ i | -1.7 | -0.3 | · | -2.1 | -4.4 | -1.2 | -1.0 | -1.8
- CCCCCC(=O)NCc1c(C(F)(F)F)nn(C)c1N1CCOCC1
→ i | -13.9 | -0.9 | 6.4 | 2.1 | 0.6 | 0.2 | -12.5 | -7.7
- Cc1cc(NC(=O)C2CC(c3ccc(F)cc3)=NO2)n(-c2ccccc2)n1 (stereo not given)
→ i | -9.0 | -0.3 | -3.3 | 3.9 | -1.9 | 0.9 | -9.3 | 5.5
- COc1ccc(/C=C(/NC(=O)c2ccc(Br)cc2)C(=O)N2CCOCC2)cc1
→ -1.7 | -8.4 | 1.3 | -9.8 | -5.5 | -1.2 | -0.7 | 2.4 | 7.0
- N#Cc1ccc2ccn(CC(=O)N3CCCc4ccccc43)c2c1
→ i | -0.7 | 1.2 | -4.2 | · | -3.4 | 0.1 | 14.8 | -0.9
- COc1ccc(C2C(C(C)=O)=C(O)C(=O)N2c2ccc(Br)cn2)cc1 (stereo not given)
→ -0.6 | -18.4 | 0.1 | -1.0 | · | -1.4 | 0.0 | -1.5 | -0.6
- Cc1c(O)nc(SCC(=O)Nc2ccc3c4c(cccc24)CC3)n(-c2ccccc2)c1=O
→ -0.2 | 10.6 | 0.2 | -0.6 | · | 1.0 | 1.3 | 4.9 | 0.6
- COc1ccccc1C(=O)COC(=O)C1(C)CC1(Cl)Cl (stereo not given)
→ i | -7.8 | -0.2 | · | 1.0 | 0.6 | -1.0 | 2.5 | -4.5

Arranged by formula weight (rising): some entries from above.
Sequence of screens: BH1578 lux ind | SSB-PriA inh | BoNT-A LC inh2 | SARS 3CLpro inh | TcdB GH inh | Anthrax LF prot | PfHsp40 rescue | Y pestis TopoI | PrPC surface inh
- N#Cc1ccc2ccn(CC(=O)N3CCCc4ccccc43)c2c1
→ i | -0.7 | 1.2 | -4.2 | · | -3.4 | 0.1 | 14.8 | -0.9
- CCCCCC(=O)NCc1c(C(F)(F)F)nn(C)c1N1CCOCC1
→ i | -13.9 | -0.9 | 6.4 | 2.1 | 0.6 | 0.2 | -12.5 | -7.7
- COc1ccc(C2C(C(C)=O)=C(O)C(=O)N2c2ccc(Br)cn2)cc1 (stereo not given)
→ -0.6 | -18.4 | 0.1 | -1.0 | · | -1.4 | 0.0 | -1.5 | -0.6

(listing goes on)
Sequence of screens: BH1578 lux ind | SSB-PriA inh | BoNT-A LC inh2 | SARS 3CLpro inh | TcdB GH inh | Anthrax LF prot | PfHsp40 rescue | Y pestis TopoI | PrPC surface inh
- O=C(N/N=C\c1c(O)ccc2ccccc12)c1ccc(S(=O)(=O)N2CCCCC2)cc1
→ i | · | 31.9* | -6.3 | · | 4.4 | -0.4 | 4.7 | -4.7
- COc1cc(C(=O)OCCCOC(=O)c2cc(OC)c(OC)c(OC)c2)cc(OC)c1OC
→ i | -5.9 | -0.8 | -2.7 | -1.2 | -1.3 | 1.1 | 4.0 | -1.5
- CC(C)[C@H](NC(=O)c1ccco1)C(=O)OCC(=O)N1CC(=O)Nc2ccccc21
→ 2.2 | 4.5 | -0.6 | 3.1 | 0.8 | 0.0 | -0.8 | 0.3 | 8.4
- O=C(NCc1ccccc1)c1ccc(Cl)c(NC2=NC3CS(=O)(=O)CC3S2)c1 (stereo not given)
→ 0.3 | -4.8 | -0.8 | -0.4 | 0.0 | -7.7 | -1.4 | -0.6 | 0.5
- O=S1(=O)CCN(Cc2ccccc2Cl)CC1
→ i | -14.1 | -0.5 | -0.1 | · | 2.0 | -1.4 | -6.9 | 5.5
- CCOC(=O)c1sc2ccccc2c1OC(=O)c1ccccc1
→ -0.6 | -14.1 | 0.1 | -0.7 | · | -2.8 | 3.6 | 4.6 | 2.9
- CSc1ccc(NC(=O)N2CCN(c3nc4ccccc4s3)CC2)cc1
→ i | -10.4 | ? | 1.2 | · | -3.9 | 0.4 | 12.3 | 3.5
- CC(C)CCCN1C(Nc2ccccc2)=NC[C@@H]1CC(C)C
→ -5.0 | -6.8 | -0.2 | -5.9 | 0.6 | -0.3 | 0.7 | 10.7 | -6.8
- COc1ccc(C(=O)Nc2ccc(OC)c(OC)c2)cc1
→ i | -9.0 | -0.8 | -2.5 | · | -6.9 | -0.8 | -9.7 | -0.3
- Cc1ccc(CSCCNC(=O)/C=C/c2ccccc2Cl)cc1
→ -0.5 | -7.1 | -1.2 | 0.5 | 1.5 | -4.7 | -0.5 | 32.4 | 1.9
- Cc1cc(C)cc(NC(=S)N2CCC(C(=O)c3ccc(F)cc3)CC2)c1
→ -0.3 | 0.6 | 3.3 | · | -0.6 | -5.6 | -1.2 | -8.1 | -4.8
- COc1ccc2nc(SCC(=O)NC3CC3)c(C#N)cc2c1
→ -0.3 | 2.9 | 1.1 | -1.6 | -0.6 | -1.5 | 1.0 | 7.9 | 0.3
- COc1cc(OC)cc(C(=O)NC2CCSc3ccccc32)c1 (stereo not given)
→ -0.3 | 2.2 | -1.8 | 4.8 | 0.6 | 0.6 | 0.7 | 2.4 | 5.6
- Cc1nc(-c2ccccc2)cs1
→ -14.3 | -9.9 | 3.1 | 0.2 | · | -1.0 | 2.0 | -6.7 | 1.7
- O=C(NCC1CCCO1)c1ccc2c(c1)OCO2 (stereo not given)
→ -0.6 | -10.9 | -0.7 | 6.3 | 0.1 | -4.4 | -0.1 | 8.1 | 2.1
- CCc1ccc(C(=O)Cc2cc3cccc(OC)c3oc2=O)cc1
→ i | -5.1 | -1.0 | -1.5 | 0.7 | -8.2 | -1.0 | 3.5 | 1.9
- Cc1nc(Nc2ccc(S(=O)(=O)N3CCCCC3C)cc2)c2nnn(Cc3ccccc3)c2n1 (stereo not given)
→ -7.9 | -13.2 | -0.5 | 3.3 | 0.3 | -1.0 | 3.1 | 4.0 | 4.0
- O=C(c1cc(Cl)nc2ccccc12)N(Cc1nnc(-c2ccc(Cl)cc2)o1)C1CC1
→ i | -0.8 | 0.6 | · | 0.0 | 0.9 | -0.1 | 25.5 | 0.6
- O=C(Nc1ccccc1)c1cccc(S(=O)(=O)Oc2ccc([N+](=O)[O-])cc2)c1
→ 0.0 | 24.1 | 0.7 | 4.9 | -1.0 | 0.8 | 3.9 | -6.1 | -7.8
- Cc1cc(C)c2nncn2n1
→ i | -8.3 | -0.6 | 4.5 | 0.5 | -6.8 | -1.5 | -5.9 | 0.2
- NS(=O)(=O)c1ccc(CCNc2ccccc2[N+](=O)[O-])cc1
→ -0.2 | 22.5 | -4.8 | -6.3 | 0.0 | 14.6 | -0.3 | 6.1 | -37.4
- CC(=O)NCCC(Cc1ccccc1)c1ccco1 (stereo not given)
→ 0.6 | -8.2 | -0.4 | 4.0 | · | -0.7 | 0.5 | 7.8 | 7.5
- O=C(Nc1ccc(Cl)c(Cl)c1)c1cccc(S(=O)(=O)NCc2cccnc2)c1
→ -0.2 | -12.6 | 0.1 | -0.3 | · | -0.1 | 1.5 | -6.7 | 14.3
- Cc1ccc(NC(=O)C2CCN(S(=O)(=O)c3cnc[nH]3)CC2)cc1C
→ 0.2 | -4.2 | -0.2 | 3.9 | · | 3.6 | -0.7 | 1.6 | -6.2
- CCCNC(=O)COC(=O)/C(C#N)=C/c1cc(C)n(CCC)c1C
→ -0.2 | -7.4 | 0.8 | -4.3 | 0.1 | -6.8 | 7.4 | 5.3 | 2.5
- CC(=O)Nc1cccc(NC(=O)CSc2ccc(C(F)(F)F)cc2[N+](=O)[O-])c1
→ 2.6 | 1.1 | -0.7 | -1.2 | · | -4.1 | -0.9 | 3.4 | -5.0
- Cc1ccc(NC(=O)CCC(=O)NNS(=O)(=O)c2ccccc2)c(C)c1
→ i | -16.0 | 0.9 | 0.8 | · | 3.1 | -2.0 | -1.0 | 5.6
